MIN6 prolif = inducers of MIN6 beta-cell proliferation, primary screen, ATP luminescence, uHTS | MIN6 cells proliferation, ATPlite luminescence, 48 h; cells starved in 0.2% serum; 100% = growth in 10% serum | proliferation, % at 10 µM | hit rate 0.29% among 330,000 | AID 2380, 2010;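 active = compounds whose signal lies at least 3.5 SD above the mean of all wells on their plate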;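 note: 0% = DMSO-treated cells in low-serum medium and 100% = 10% serum control; some compounds called inactive have numbers as strong as hits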
MPTP block = mitochondrial permeability transition pore inhibitors, primary screen, biochemical, isolated mouse mitochondria, absorbance | AID 602449, 2012 | Ca2+ swelling absorbance, 30 min | inhibition, % at 10 µM | hit rate 1.4% among 360,000;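 active = inhibition of 50% or more, scaled per plate between neutral and stimulator controls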;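 note: 0% = DMSO wells given calcium and 100% = 1 mM EGTA wells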
hIAP block = human IAP inhibitors, primary screen, biochemical, luminescence, uHTS | Intestinal-type alkaline phosphatase (Homo sapiens), P09923 | purified IAP, CDP-Star luminescence, 30 min | AID 2544, 2010 | inhibition, % at 10 µM | hit rate 0.12% among 330,000;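 active = inhibition reaching a set limit with compound at 10 µM in the primary screen, cut at about 35% in these data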;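 note: plate controls were DMSO wells with enzyme for no effect and no-enzyme buffer wells for full effect; values of inactives mirror those of a sister screen read the other way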
Target sequence (P09923 whole entry, looked up): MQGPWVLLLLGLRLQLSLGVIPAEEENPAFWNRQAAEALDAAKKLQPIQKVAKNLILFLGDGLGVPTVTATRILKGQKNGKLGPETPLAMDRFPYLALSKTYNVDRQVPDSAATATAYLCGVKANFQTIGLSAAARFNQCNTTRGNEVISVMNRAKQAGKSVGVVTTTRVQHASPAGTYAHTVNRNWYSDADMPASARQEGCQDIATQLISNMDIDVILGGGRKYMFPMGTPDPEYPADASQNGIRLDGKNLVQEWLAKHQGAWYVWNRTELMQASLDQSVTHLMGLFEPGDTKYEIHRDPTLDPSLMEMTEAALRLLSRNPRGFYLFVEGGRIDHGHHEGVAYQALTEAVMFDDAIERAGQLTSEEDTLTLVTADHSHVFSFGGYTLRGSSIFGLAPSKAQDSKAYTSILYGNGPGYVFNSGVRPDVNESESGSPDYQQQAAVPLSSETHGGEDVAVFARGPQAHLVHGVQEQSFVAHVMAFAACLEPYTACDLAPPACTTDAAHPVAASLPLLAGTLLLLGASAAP
mIAP act = activators of mouse IAP, primary screen, biochemical, luminescence, uHTS; intestinal alkaline phosphatase [Mus musculus]; muIAP, CDP-Star luminescence, 30 min; hits give high values; 1 = vehicle-only enzyme signal, 0 = enzyme-free wells; hit rate 0.24% among 330,000; activation factor at 10 µM;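 active = activation factor of at least 2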; note: the source names both 10 and 20 µM as test concentration; values of inactives mirror those of a sister screen read the other way
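System: Mouse IAP enzyme | Also added: CDP-Star substrate | Dosing: Compounds dispensed in DMSO | Schedule: 30 min enzyme-substrate-compound incubation at room temperature | Technique: Chemiluminescence readout | Control set: DMSO-only wells and no-enzyme negative control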
ATG4B inh = ATG4B protease inhibitors, primary screen, biochemical, fluorescence, uHTS | Cysteine protease ATG4B (Homo sapiens), Q9Y4P1 | ATG4B cleavage of LC3-PLA2, NBD-HPC fluorescence, 1 h | inhibition, % at 8.33 µM | hit rate 0.51% among 340,000; in the data active = inhibition above about 40%
Target sequence (Q9Y4P1 whole entry, looked up): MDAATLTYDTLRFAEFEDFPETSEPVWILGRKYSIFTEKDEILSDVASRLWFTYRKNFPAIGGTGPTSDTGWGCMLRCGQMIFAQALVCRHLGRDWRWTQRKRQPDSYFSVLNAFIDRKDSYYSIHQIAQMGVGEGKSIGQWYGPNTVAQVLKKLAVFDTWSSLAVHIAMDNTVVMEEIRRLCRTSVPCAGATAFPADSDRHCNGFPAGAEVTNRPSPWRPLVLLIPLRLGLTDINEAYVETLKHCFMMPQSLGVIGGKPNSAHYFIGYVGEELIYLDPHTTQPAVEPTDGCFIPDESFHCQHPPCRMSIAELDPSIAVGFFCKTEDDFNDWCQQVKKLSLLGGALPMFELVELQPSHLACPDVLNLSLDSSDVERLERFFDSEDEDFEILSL
APOBEC3A inh = APOBEC3A ssDNA deaminase inhibitors, primary screen, selectivity assay for APOBEC3G inhibitor project, biochemical, FAM/TAMRA oligo cleavage fluorescence | inhibition, % at 20 µM | hit rate 0.41% among 330,000 | AID 493011, 2011 | DNA dC->dU-editing enzyme APOBEC-3A (Homo sapiens), P31941 | recombinant A3A, FAM/TAMRA ssDNA deamination fluorescence;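 active = at least 40% inhibition at 20 µM here, with at most 30% in a related deaminase screen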;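 note: plate controls were A3A with DMSO for no effect and wells lacking A3A enzyme for full effect; some results filed as inactive read as strong as hits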
mIAP inh = inhibitors of mouse IAP, primary screen, biochemical, luminescence, uHTS; intestinal alkaline phosphatase [Mus musculus]; purified mouse IAP, CDP-Star luminescence, 30 min; inhibition, % at 10 µM; hit rate 0.2% among 330,000; AID 2806, 2010;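 active = inhibition of at least 40% at 10 µM in the primary screen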;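 note: plate controls were DMSO with enzyme for no effect and no enzyme wells for full effect; values of inactives mirror those of a sister screen read the other way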
APOBEC3G inh = APOBEC3G DNA deaminase inhibitors, primary screen, biochemical, fluorescence, single-stranded DNA substrate, uHTS. DNA dC->dU-editing enzyme APOBEC-3G (Homo sapiens), Q9HC16. recombinant A3G, ssDNA deamination FAM/TAMRA fluorescence. inhibition, % at 20 µM. hit rate 0.28% among 330,000. AID 493012, 2011;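 active = inhibition of at least 40% at 20 µM, with no more than 30% in the related APOBEC3A deaminase screen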;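 note: plate controls were DMSO wells with A3G for no effect and wells lacking A3G enzyme for full effect; some compounds called inactive have numbers as strong as hits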
hIAP activ = human IAP activators, primary screen, biochemical, luminescence, uHTS; activation factor at 10 µM; hit rate 0.16% among 330,000; purified human IAP, CDP-Star luminescence, 30 min; hits give high values; 1 = vehicle-only enzyme, 0 = enzyme-free background; AID 2524, 2010;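 active = activation factor of the enzyme at least 2-fold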; note: the source names both 10 and 20 µM as test concentration; values of inactives mirror those of a sister screen read the other way
* hit, by the source's call; x = not tested or not shown.

SMILES | MIN6 prolif | MPTP block | hIAP block | mIAP act | ATG4B inh | APOBEC3A inh | mIAP inh | APOBEC3G inh | hIAP activ
CC1=C(c2ccc(C)cc2)[N+](=O)C(C)(C)N1[O-] | 1 | -3.2 | 1 | 0.94 | 0 | 0 | 6 | -8 | 0.99
Cc1cc(/C=C2/NC(=S)NC2=O)c(C)n1-c1cccnc1 | -4 | 3.2 | -22 | 0.84 | -1 | 1 | 16 | -3 | 1.2
Cc1ccc(C(=O)NCCNC(=O)c2cccnc2)cc1 | 2 | -0.6 | 18 | 0.94 | -3 | -3 | 6 | -13 | 0.82
O=C1CC(c2ccc(F)cc2)C2=C(CCCC2=O)N1 (stereo not drawn) | -2 | 0.9 | -2 | 1.1 | -1 | 0 | -7 | -2 | 1
CC(C)(C)OC(=O)N1CCC2(CC1)Oc1ccc(F)cc1C(=O)C21CC(c2cccnc2)=NO1 (stereo not drawn) | -5 | -0.3 | 5 | 1.1 | -5 | 0 | -5 | 2 | 0.95
CC(=O)N[C@@H](Cc1c[nH]c2ccccc12)C(=O)OCc1cc(C(F)(F)F)cc(C(F)(F)F)c1 | -3 | 2.1 | -13 | 0.91 | 10 | -4 | 9 | -2 | 1.1
Cn1c(=O)c(Oc2ccc(F)cc2)c(O)c2ccccc21 | 4 | 0.9 | 0 | 0.91 | -3 | -2 | 10 | -1 | 1
COc1cccc(NC(=O)Nc2ccc3c(c2)CCC3)c1 | 0 | 27 | -52 | 4.4* | 1 | -3 | -336 | -2 | 1.5
Cc1cc(C)n(CCN(C)Cc2cn[nH]c2-c2ccc(F)cc2F)n1 | 2 | 1.3 | 4 | 0.91 | 20 | -2 | 9 | -7 | 0.96
CCCCC(=O)Nc1ccc(F)c(Cl)c1 | -3 | 4.7 | -16 | 1.1 | 3 | 1 | -14 | -1 | 1.2
CSc1ccccc1NC(=O)Cn1c(-c2cscn2)nc2ccccc21 | 0 | 0.1 | 10 | 1 | -11 | 8 | -2 | 0 | 0.9
CCCOc1ccc(NC(=O)c2c(-c3ccccc3)noc2C)cc1 | -1 | 0.0 | -9 | 0.98 | 0 | -2 | 2 | -3 | 1.1
COC(=O)[C@H]1[C@@H](C)N(CCc2cc(OC)c(OC)c(OC)c2)C(=O)N[C@H]1c1ccccc1 | 5 | 0.4 | 12 | 1.1 | -2 | -1 | -6 | -6 | 0.89
COc1ccc(NC(=O)C/C(C)=N/NC(=O)C(=O)Nc2cccc(Cl)c2C)c(OC)c1 | -1 | -1.4 | -54 | 0.99 | -5 | -3 | 1 | -8 | 1.5
COc1cc(C2C(C#N)=C(N)N(N(C)C)C3=C2C(=O)CCC3)cc(OC)c1OC (stereo not drawn) | -1 | -0.2 | -17 | 1.1 | 6 | -2 | -7 | -7 | 1.2
COc1ccccc1CNC(=O)CCNC(=O)N1CC(=O)Nc2ccccc21 | 4 | -1.2 | 8 | 1 | -5 | -3 | -2 | -5 | 0.92
CC(C(=O)NC1CCCC1)N1CCN(S(=O)(=O)c2ccc(C(C)(C)C)cc2)CC1 (stereo not drawn) | -5 | 0.7 | 4 | 1 | 7 | 1 | -3 | -8 | 0.96
CSc1ccccc1C(=O)C1CCCN(C(=O)c2csnn2)C1 (stereo not drawn) | -2 | 0.8 | 7 | 0.91 | -4 | -3 | 9 | -2 | 0.93
O=C(N/N=C/c1cccnc1)c1cc(O)c(O)c(O)c1 | -7 | -0.7 | -14 | 0.58 | 0 | -1 | 42* | 1 | 1.1
Cc1ccc(NC(=O)C/C(N)=N/O)cc1C | -1 | -1.4 | 7 | 1 | 1 | 12 | -3 | 5 | 0.93
CCc1cc(-c2n[nH]c(CCC(=O)O)c2-c2nc3ccccc3n2C)c(O)cc1O | -3 | -2.0 | -2 | 1 | -9 | 2 | 0 | -2 | 1
COc1ccccc1NS(=O)(=O)c1ccc2oc(SC)nc2c1 | -2 | 0.7 | -6 | 1.1 | -2 | -3 | -6 | 1 | 1.1
O=C(/C=C/c1ccccc1[N+](=O)[O-])OC1CCCCC1=O (stereo not drawn) | 1 | 0.6 | 5 | 1 | -6 | 0 | -4 | -7 | 0.95
O=C(c1cc(COc2ccc(F)cc2F)on1)N1CCSCC1 | -3 | 0.5 | -4 | 0.95 | -13 | 2 | 5 | -7 | 1
CN1CC(=O)N(CCOc2ccccc2)C1=O | 3 | 5.0 | 1 | 1 | -10 | 9 | 0 | 4 | 0.99
O=C(CSc1ccccc1)NCc1ccccc1 | -1 | 1.1 | -13 | 0.96 | -5 | -4 | 4 | -8 | 1.1
CCSc1nnc(NC(=O)Cn2cnc3c2c(=O)n(C)c(=O)n3C)s1 | -1 | 1.6 | -16 | 1 | 3 | 2 | -1 | -11 | 1.2
COc1ccccc1NC(=O)/C(C#N)=C/c1cc([N+](=O)[O-])ccc1N1CCCC1 | -2 | 1.7 | 26 | 0.86 | -5 | -2 | 14 | -5 | 0.74
CC(=O)Nc1cccc(N2C(=O)CC(Cc3ccccc3)C2=O)c1 (stereo not drawn) | 4 | -2.1 | -6 | 0.95 | -1 | 1 | 5 | -2 | 1.1
CCCCC(=O)NC(=S)Nc1ccccc1C(=O)Nc1ccccc1 | -4 | 0.2 | -1 | 0.95 | 9 | 2 | 5 | -2 | 1
CC(=O)Nc1ccc(C)c(NC(=S)Nc2ccc(F)cc2)c1 | -4 | 5.5 | 10 | 0.95 | 7 | -1 | 5 | -3 | 0.9
CCOCCCNC(=O)c1cn(CC(C)C)c(=O)c2c1c1ccccc1n2C | 0 | -0.3 | 1 | 0.97 | 4 | -2 | 3 | -7 | 0.99
O=C(Nc1ccc2c(c1)OCCO2)NC1CCCCC1 | -2 | -3.5 | -1 | 0.96 | -10 | 0 | 4 | -6 | 1
Cc1c(C)c2ccc(OC(C)C(=O)NC3CC(C)(C)NC(C)(C)C3)cc2oc1=O (stereo not drawn) | 2 | -2.8 | 6 | 0.98 | -6 | -2 | 2 | -8 | 0.94
Cc1ccc(CSc2nc3sc(C)c(C)c3c(=O)n2Cc2ccco2)cc1 | -6 | 6.0 | 12 | 0.97 | 13 | -1 | 3 | -3 | 0.88
CC1=C(c2ccc(C(C)C)cc2)S(=O)(=O)N=C1N1CCN(C(=O)c2ccco2)CC1 | 2 | -4.0 | -15 | 0.96 | -8 | -6 | 4 | -5 | 1.1
CCC(C)(C)n1nnnc1C(c1ccc(C)cc1)N1CCCC1 (stereo not drawn) | -2 | 1.0 | 9 | 0.98 | -10 | -3 | 2 | -4 | 0.91
Cc1cc(C(=O)N2CCN(c3ccccc3)CC2)no1 | 0 | -1.1 | 5 | 0.98 | -5 | 1 | 2 | -3 | 0.95
CCN(CC)CCCNC(=O)c1sc2ncn(CC(=O)Nc3ccc(C)c(Cl)c3)c(=O)c2c1C | -6 | -1.7 | -6 | 1.1 | 5 | 1 | -9 | 2 | 1.1
COc1cc(C2C(C#N)=C(C)NC3=C2C(=O)CC(C)(C)C3)cc(OC)c1O (stereo not drawn) | -2 | 0.4 | -25 | 0.97 | 2 | 0 | 3 | 2 | 1.2

Record cards, as listed above.
Profile of Cc1c(C)c2ccc(OC(C)C(=O)NC3CC(C)(C)NC(C)(C)C3)cc2oc1=O (stereo not drawn) = MIN6 prolif = 2; MPTP block = -2.8; hIAP block = 6; mIAP act = 0.98; ATG4B inh = -6; APOBEC3A inh = -2; mIAP inh = 2; APOBEC3G inh = -8; hIAP activ = 0.94
Profile of CCN(CC)CCCNC(=O)c1sc2ncn(CC(=O)Nc3ccc(C)c(Cl)c3)c(=O)c2c1C = MIN6 prolif = -6; MPTP block = -1.7; hIAP block = -6; mIAP act = 1.1; ATG4B inh = 5; APOBEC3A inh = 1; mIAP inh = -9; APOBEC3G inh = 2; hIAP activ = 1.1

Going on with the list.
SMILES | MIN6 prolif | MPTP block | hIAP block | mIAP act | ATG4B inh | APOBEC3A inh | mIAP inh | APOBEC3G inh | hIAP activ
Cc1ccc(Cn2cccc(NC(=O)NC3CCCCC3)c2=O)cc1 | -1 | -1.0 | -18 | 0.91 | -5 | -3 | 9 | -4 | 1.2
COc1cc(NC(=O)C(C)Oc2ccccc2)ccc1NC(=O)COc1ccccc1 (stereo not drawn) | -3 | -0.5 | -7 | 1.1 | -15 | -3 | -9 | -5 | 1.1
COc1ccc(C(=O)N(CCCO)C(C)C(=O)NC2CCCCC2)cc1OC (stereo not drawn) | 2 | -0.6 | -1 | 0.95 | -11 | 1 | 5 | 0 | 1
Cc1csc(NC(=O)c2cc3ccccc3o2)n1 | -4 | 0.2 | 16 | 0.91 | 4 | 0 | 9 | -6 | 0.84
S=C(Nc1ccccc1)N1CCCCCCC1 | -1 | -1.0 | 24 | 1 | -10 | -3 | -3 | -4 | 0.76
COc1cccc2c1OCC(C(=O)O)C2 (stereo not drawn) | -3 | -1.4 | -3 | 1.1 | -5 | 4 | -6 | -4 | 1
Cn1c(=O)c2c(nc(NC3CCCC3)n2C)n(C)c1=O | -3 | -0.9 | 6 | 0.96 | -9 | -25 | 4 | -6 | 0.94
COc1ccc(S(=O)(=O)N2CC(O)CC2C(=O)OCC(=O)Nc2ccc(Cl)cn2)cc1 (stereo not drawn) | -1 | -3.2 | 3 | 0.95 | -14 | 0 | 5 | -1 | 0.97
CC(=O)CN1C(=O)NC(c2ccccc2)(c2ccccc2)C1=O | 0 | 0.2 | 3 | 0.93 | 2 | 8 | 7 | 8 | 0.97
O=C(Nc1ccc(F)c(Cl)c1)c1cncs1 | 1 | 0.9 | 14 | 1 | 11 | -1 | 0 | -2 | 0.86
C#CCSc1nc(-c2cccs2)ccc1C#N | -3 | -2.2 | 16 | 0.92 | 3 | -3 | 8 | -4 | 0.84
CC(C)Cc1nc(SCC(=O)N2CCOCC2)c2c(=O)n(C)c(=O)n(C)c2n1 | -1 | -0.4 | 25 | 0.95 | -8 | -1 | 5 | -6 | 0.75
Cc1ccc(Cl)c(NC(=O)COC(=O)c2nn(-c3ccccc3)cc2O)c1Cl | -2 | 0.4 | -30 | 1 | -9 | -5 | -2 | -6 | 1.3
COCCCNC(=O)C1CCN(C(=O)c2oc3cc4sc(N(C)C)nc4cc3c2C)CC1 | -3 | -0.8 | -12 | 1 | -1 | -5 | -3 | -5 | 1.1
Cc1ccc2cc(CN(CCCN(C)C)C(=O)NCc3ccccc3)c(=O)[nH]c2c1C | -3 | -1.3 | -1 | 1.1 | -17 | -1 | -7 | -4 | 1
O=C(COC(=O)c1c(F)cccc1Cl)NCC1CCCCC1 | -4 | -1.4 | -13 | 1 | 8 | 2 | -4 | 0 | 1.1
COc1ccc(N2CC(C(=O)Nc3nnc(C4CCCCC4)s3)CC2=O)cc1 (stereo not drawn) | 1 | 1.2 | 4 | 0.87 | -9 | -4 | 13 | -8 | 0.96
c1ccc2c(c1)oc1c(NCCN3CCOCC3)ncnc12 | 0 | -1.7 | 9 | 0.99 | -8 | 4 | 0 | 2 | 0.91
O=C(Cc1cccs1)N[C@@H]1c2ccccc2CC[C@H]1OCc1ccccc1 | x | 0.4 | x | 1.3 | 23 | 2 | -21 | 3 | x
